Screening results: PubChem, several laboratories
hgDAF-12 ag: activates the H. glycines DAF-12 receptor ligand-binding domain; 1.8% of 370,000 active; activation, % at 6.8 µM; AID 687014; HEK293 GAL4-hgDAF12 UAS-luciferase reporter, agonist luminescence; normalized to butyrate control;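 active = activation above a cutoff set at the mean of all screened compounds plus 3 SD, cut at about 10% in these data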;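 note: 0% = DMSO wells and 100% = sodium butyrate wells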
DAX1 inh-1: inhibitors of DAX1 repression of SF-1 activated StAR promoter; HEK293T StAR-luciferase reporter, SF-1/DAX-1 repression relief; inhibition, % at 6.8 µM; AID 652010; 1.1% of 370,000 active;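 active = inhibition above the mean over all tested compounds plus 3 SD, cut at about 3.6% in these data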;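 note: 0% = DAX-1 cells with DMSO and 100% = cells lacking DAX-1 with DMSO; higher inhibition means more luminescence from relief of DAX-1 repression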
ADAM10 inh: ADAM10 inhibition, QFRET primary screen; O14672; recombinant ADAM10, EDANS/DABCYL FRET peptide cleavage, 3 h; AID 720582; inhibition, % at 7 µM; 0.62% of 370,000 active;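 active = inhibition above a per-campaign cutoff equal to the mean of compounds falling between control-based bounds plus 3 SD, cut at about 20% in these data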;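 note: 0% = DMSO wells while the 100% control is not disclosed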
sPLA2-III inh: Blocks human group III sPLA2 activity | QFRET BODIPY PC-A2 liposome hydrolysis, fluorescence | Q9NZ20 | inhibition, % at 12.2 µM | AID 743126 | 0.56% of 370,000 active;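 active = inhibition above mean plus 3 SD of compounds lying within the high and low control bounds, cut at about 19% in these data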;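 note: 0% = median of test compound wells and 100% = no enzyme DMSO wells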
NPR1 activator: GC-A (human) enzyme activation | P16066 | HEK293 GC-A cells, cGMP TR-FRET, EC30 ANP; 0% at EC30 ANP, 100% saturating ANP | activation, % at 10 µM | 0.14% of 370,000 active; in the data active = activation above about 40%
Target sequence (P16066 whole entry, looked up): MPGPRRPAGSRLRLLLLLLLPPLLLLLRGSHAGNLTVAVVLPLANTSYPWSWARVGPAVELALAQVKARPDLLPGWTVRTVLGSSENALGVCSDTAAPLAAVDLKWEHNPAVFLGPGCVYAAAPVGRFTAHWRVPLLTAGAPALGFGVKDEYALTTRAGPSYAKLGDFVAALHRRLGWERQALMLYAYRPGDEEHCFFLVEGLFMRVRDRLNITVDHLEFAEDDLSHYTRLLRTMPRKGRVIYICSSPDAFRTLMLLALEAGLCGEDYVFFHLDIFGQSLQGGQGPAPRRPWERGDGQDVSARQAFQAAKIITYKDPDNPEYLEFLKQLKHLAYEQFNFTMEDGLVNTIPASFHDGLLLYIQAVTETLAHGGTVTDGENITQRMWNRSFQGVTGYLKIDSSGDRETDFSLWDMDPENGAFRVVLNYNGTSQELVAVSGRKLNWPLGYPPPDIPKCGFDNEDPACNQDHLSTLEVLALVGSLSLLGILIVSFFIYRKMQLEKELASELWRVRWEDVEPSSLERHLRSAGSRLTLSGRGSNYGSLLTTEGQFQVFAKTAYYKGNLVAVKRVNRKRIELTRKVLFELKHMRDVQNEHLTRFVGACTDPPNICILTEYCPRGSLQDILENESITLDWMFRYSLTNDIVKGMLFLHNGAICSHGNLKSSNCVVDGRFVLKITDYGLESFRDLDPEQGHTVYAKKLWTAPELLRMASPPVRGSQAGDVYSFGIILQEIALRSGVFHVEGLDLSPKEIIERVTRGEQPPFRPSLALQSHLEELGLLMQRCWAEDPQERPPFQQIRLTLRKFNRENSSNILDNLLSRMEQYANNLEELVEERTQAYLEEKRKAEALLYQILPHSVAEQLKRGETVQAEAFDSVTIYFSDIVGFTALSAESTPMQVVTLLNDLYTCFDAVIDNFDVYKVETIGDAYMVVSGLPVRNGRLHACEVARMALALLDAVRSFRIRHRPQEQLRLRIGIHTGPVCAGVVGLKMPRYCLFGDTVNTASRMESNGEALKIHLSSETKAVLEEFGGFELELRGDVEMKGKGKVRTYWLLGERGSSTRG
SMARCA2 activ: increases SMARCA2 function in MMTV reporter cells; activation, % at 9.1 µM; MG213 cells, MMTV-luciferase reporter, dexamethasone, overnight; AID 652017; 1% of 370,000 active; in the data active = activation above about 7.8%;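 note: 0% = vehicle wells and 100% = reference activator wells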
ssDAF12 agonist: activates DAF-12 receptor from parasite S. stercoralis | HEK293 ssDAF-12/GRIP1 lit1-tk-luc reporter, luminescence; % of 3 µM dafachronic acid response | activation, % at 6.8 µM | 1% of 370,000 active | AID 652126;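 active = activation above the mean over all tested compounds plus 3 SD, cut at about 0.9% in these data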;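 note: 0% = DMSO-only wells and 100% = 3 µM delta7-dafachronic acid wells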
NPR2 activator: GC-B (human) receptor activation; 0.11% of 370,000 active; HEK293-GC-B cells, CNP EC30, cGMP TR-FRET; 0% at EC30 CNP, 100% saturating CNP; AID 1920062; activation, % at 10 µM; P20594;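 active = activation at 10 µM reaching about 35% in either raw or pattern-adjusted values, limit read from the data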
hcDAF-12 act: activates DAF-12 receptor from parasite H. contortus | 1.4% of 370,000 active | HEK293 hcDAF-12 lit1-tk-luc reporter, luminescence; 0% DMSO, 100% Δ7-dafachronic acid | AID 652067 | activation, % at 6.8 µM;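 active = activation above the mean of all tested compounds plus 3 SD, cut at about 5.5% in these data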;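 note: 100% = response to 3 µM Δ7-dafachronic acid high control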
DAX1 inh-2: inhibitors of human orphan nuclear receptor DAX1 (NR0B1); P51843; 0.99% of 340,000 active; AID 504766; HEK293 Gal4-DAX1 luciferase reporter, luminescence; inhibition, % at 6.75 µM;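 active = inhibition above the mean over all tested compounds plus 3 SD, cut at about 4.2% in these data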;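 note: 0% = DAX1-transfected cells with DMSO and 100% = empty-vector control cells with DMSO; inhibition shows as a rise in luminescence from relieved DAX1 repression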
FXN GAA850 act: activators of GAA850 frataxin (FXN) promoter | activation, % at 6 µM | 0.56% of 360,000 active | HEK293 lucGAA850 FXN promoter luciferase reporter, 24 h; percent of 10 µM SAHA response;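 active = activation above the average of all compounds screened plus 3 SD, cutoff fixed separately per campaign, cut at about 7.5% in these data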;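 note: 0% = DMSO wells and 100% = 10 µM SAHA wells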
Starred values were filed as active, the others as inactive.

What do the screens show for `O=C(Cn1ccc([N+](=O)[O-])n1)Nc1nc2ccccc2s1`?
hgDAF-12 ag: 5.9; DAX1 inh-1: -0.8; ADAM10 inh: -4; sPLA2-III inh: 3; NPR1 activator: 0; SMARCA2 activ: -2; ssDAF12 agonist: -1.2; NPR2 activator: 1; hcDAF-12 act: 2.1; DAX1 inh-2: 0.5; FXN GAA850 act: 3.5

Results for CCOc1ccc(CCNC(=O)c2ccc(N3CCCC3=O)cc2)cc1OCC ?
hgDAF-12 ag: -3.7; DAX1 inh-1: -1.2; ADAM10 inh: 1; sPLA2-III inh: 0; NPR1 activator: 6; SMARCA2 activ: -4; ssDAF12 agonist: -1.4; NPR2 activator: 0; hcDAF-12 act: -3.3; DAX1 inh-2: -1.7; FXN GAA850 act: 2.2

What do the screens show for `Oc1[nH]c2ccccc2c1C1=NCCCC1`?
hgDAF-12 ag: -1.2; DAX1 inh-1: 0.4; ADAM10 inh: -10; sPLA2-III inh: 16; NPR1 activator: -3; SMARCA2 activ: -1; ssDAF12 agonist: -1.4; NPR2 activator: 1; hcDAF-12 act: -0.6; DAX1 inh-2: 0.6; FXN GAA850 act: 1.1

Results for COc1ccc(C#CCNCc2ccc(OC)cc2OC)cc1 ?
hgDAF-12 ag: -1.3; DAX1 inh-1: -1.4; ADAM10 inh: -11; sPLA2-III inh: 13; NPR1 activator: 0; SMARCA2 activ: -2; ssDAF12 agonist: -1.4; NPR2 activator: 0; hcDAF-12 act: -3.1

Results for Cc1c(NC(=O)COC(=O)c2cc(-c3ccc(-c4ccccc4)cc3)nc3ccccc23)c(=O)n(-c2ccccc2)n1C ?
hgDAF-12 ag: 0.6; DAX1 inh-1: 0.3; ADAM10 inh: -317; sPLA2-III inh: -8; NPR1 activator: 3; SMARCA2 activ: 3; ssDAF12 agonist: -0.9; NPR2 activator: 5; hcDAF-12 act: 2.9; DAX1 inh-2: -1.6; FXN GAA850 act: -6.4

What do the screens show for `CCOC(=O)N1CCC(NCCNC(=O)c2ccco2)CC1`?
hgDAF-12 ag: -2.8; DAX1 inh-1: -0.6; ADAM10 inh: -10; sPLA2-III inh: 4; NPR1 activator: 3; SMARCA2 activ: -3; ssDAF12 agonist: -0.9; NPR2 activator: 4; hcDAF-12 act: -2.7; DAX1 inh-2: 2.5; FXN GAA850 act: 1.0

Results for C[C@H](CO)N1C[C@H](C)[C@@H](CN(C)S(=O)(=O)c2ccc(F)cc2)Oc2ccc(NC(=O)Nc3ccccc3)cc2C1=O ?
hgDAF-12 ag: -0.2; DAX1 inh-1: -0.1; ADAM10 inh: 11; sPLA2-III inh: -43; NPR1 activator: 0; SMARCA2 activ: 1; ssDAF12 agonist: -0.9; NPR2 activator: -1; hcDAF-12 act: 0.2; DAX1 inh-2: -0.8; FXN GAA850 act: -0.4

What do the screens show for `CC(=O)c1ccc(NC(=O)c2cc(Cl)nc3ccccc23)cc1`?
hgDAF-12 ag: 3.4; DAX1 inh-1: -0.4; ADAM10 inh: 0; sPLA2-III inh: -3; NPR1 activator: 1; SMARCA2 activ: 0; ssDAF12 agonist: -0.9; NPR2 activator: 2; hcDAF-12 act: -0.5; DAX1 inh-2: 1.8; FXN GAA850 act: 0.6

Results for COc1ccc(NC(=O)C2(C)Cc3c(-c4ccc5c(c4)OCO5)ccnc3O2)cn1 (stereo unspecified) ?
hgDAF-12 ag: 4.7; DAX1 inh-1: -1.5; ADAM10 inh: -32; sPLA2-III inh: 4; NPR1 activator: 3; SMARCA2 activ: -5; ssDAF12 agonist: -0.2; NPR2 activator: 9; hcDAF-12 act: 0.1; FXN GAA850 act: -3.2

Results for Fc1cc(F)cc(NC(=S)N2CCC(c3ccccc3)C2)c1 (stereo unspecified) ?
hgDAF-12 ag: 9.3; DAX1 inh-1: 1.2; ADAM10 inh: 4; sPLA2-III inh: 4; NPR1 activator: 4; SMARCA2 activ: 3; ssDAF12 agonist: -0.4; NPR2 activator: 3; hcDAF-12 act: 1.1; DAX1 inh-2: 3.6; FXN GAA850 act: 1.2

Results for COc1cc(C(=O)NCC(=O)OC(C)C(=O)Nc2ncc(Cl)cc2Cl)cc(OC)c1OC (stereo unspecified) ?
hgDAF-12 ag: -1.4; DAX1 inh-1: -1.0; ADAM10 inh: 6; sPLA2-III inh: 2; NPR1 activator: 2; SMARCA2 activ: -3; ssDAF12 agonist: -1.2; NPR2 activator: 2; hcDAF-12 act: -1.9; DAX1 inh-2: -0.4; FXN GAA850 act: 1.1

What do the screens show for `COc1ccc(C)cc1NC(=O)CSc1nnc(COc2ccc(Cl)cc2)n1Cc1ccco1`?
hgDAF-12 ag: -3.1; DAX1 inh-1: -0.7; ADAM10 inh: 20; sPLA2-III inh: -33; NPR1 activator: -17; SMARCA2 activ: -4; ssDAF12 agonist: -1.8; NPR2 activator: -8; hcDAF-12 act: -2.0; DAX1 inh-2: -1.7; FXN GAA850 act: -1.5

Results for CCOC(=O)c1c(C)[nH]c(C(=O)N/N=C\c2ccccc2Cl)c1C ?
hgDAF-12 ag: 1.6; DAX1 inh-1: -1.9; ADAM10 inh: 3; sPLA2-III inh: -9; NPR1 activator: -1; SMARCA2 activ: -1; ssDAF12 agonist: -1.2; NPR2 activator: 0; hcDAF-12 act: -2.6; DAX1 inh-2: -3.0; FXN GAA850 act: -4.3

How did COc1ccc(OCC(=O)N/N=C/C(C)=C/c2ccco2)c(Br)c1 do in these assays?
hgDAF-12 ag: -1.1; DAX1 inh-1: -0.1; ADAM10 inh: 9; sPLA2-III inh: -14; NPR1 activator: 0; SMARCA2 activ: -1; ssDAF12 agonist: -1.1; NPR2 activator: -2; hcDAF-12 act: -1.3; DAX1 inh-2: -1.5; FXN GAA850 act: -2.4

How did COc1ccccc1NS(=O)(=O)c1ccc(C(=O)N2CCCCCC2)cc1 do in these assays?
hgDAF-12 ag: -4.1; DAX1 inh-1: -0.5; ADAM10 inh: -3; sPLA2-III inh: -9; NPR1 activator: 3; SMARCA2 activ: -4; ssDAF12 agonist: -0.9; NPR2 activator: 2; hcDAF-12 act: -1.4; DAX1 inh-2: -0.6; FXN GAA850 act: 0.0

Results for O=S(=O)(Nc1cc(Cl)ccc1N1CCCCC1)c1cccs1 ?
hgDAF-12 ag: -0.2; DAX1 inh-1: 0.0; ADAM10 inh: 11; sPLA2-III inh: -16; NPR1 activator: -4; SMARCA2 activ: 1; ssDAF12 agonist: 0.1; NPR2 activator: -6; hcDAF-12 act: -1.7; DAX1 inh-2: 0.0; FXN GAA850 act: 1.1

How did O=C(O)c1ccccc1C(=O)N1N=C(c2ccccc2)CC1c1ccccc1O (stereo unspecified) do in these assays?
hgDAF-12 ag: 9.8; DAX1 inh-1: 1.6; ADAM10 inh: -13; sPLA2-III inh: -8; NPR1 activator: 4; SMARCA2 activ: -1; ssDAF12 agonist: -0.4; NPR2 activator: -5; hcDAF-12 act: 3.5; DAX1 inh-2: 3.4; FXN GAA850 act: 1.5

What do the screens show for `CC1CCN(C(=O)CN(c2ccc3c(c2)OCCO3)S(=O)(=O)c2ccccc2)CC1`?
hgDAF-12 ag: -0.6; DAX1 inh-1: 0.5; ADAM10 inh: -5; sPLA2-III inh: -2; NPR1 activator: -1; SMARCA2 activ: -1; ssDAF12 agonist: -1.1; NPR2 activator: 0; hcDAF-12 act: -1.6; DAX1 inh-2: 1.4; FXN GAA850 act: 0.8

What do the screens show for `COc1ccc(N2CCN(S(=O)(=O)c3ccc(-c4cc(C)no4)s3)CC2)cc1`?
hgDAF-12 ag: 1.3; DAX1 inh-1: -0.4; ADAM10 inh: -3; sPLA2-III inh: 1; NPR1 activator: 2; SMARCA2 activ: -2; ssDAF12 agonist: -1.2; NPR2 activator: 3; hcDAF-12 act: -2.5; DAX1 inh-2: 0.6; FXN GAA850 act: 1.8

How did O=c1[nH]cnc2c1ncn2[C@@H]1O[C@H](CO)[C@@H](O)[C@H]1O do in these assays?
hgDAF-12 ag: -1.3; DAX1 inh-1: 0.0; ADAM10 inh: -10; sPLA2-III inh: 2; NPR1 activator: 2; SMARCA2 activ: 0; ssDAF12 agonist: -0.9; NPR2 activator: 1; hcDAF-12 act: 4.3; DAX1 inh-2: -0.6; FXN GAA850 act: -3.7

What do the screens show for `COC(=O)c1cnn2c(C(F)(F)F)cc(-c3ccccc3)nc12`?
hgDAF-12 ag: 1.7; DAX1 inh-1: 0.3; ADAM10 inh: -119; sPLA2-III inh: 1; NPR1 activator: -3; SMARCA2 activ: 3; ssDAF12 agonist: -1.5; NPR2 activator: -4; hcDAF-12 act: 0.9; DAX1 inh-2: -0.1; FXN GAA850 act: 2.4

How did Cc1nonc1OCC(C)(COc1nonc1C)NC(=O)c1ccc(Cl)cc1 do in these assays?
hgDAF-12 ag: -0.4; DAX1 inh-1: -0.9; ADAM10 inh: 8; sPLA2-III inh: -8; NPR1 activator: -10; SMARCA2 activ: -2; ssDAF12 agonist: -1.1; NPR2 activator: -17; hcDAF-12 act: -1.3; DAX1 inh-2: -0.9; FXN GAA850 act: -1.3

What do the screens show for `O=C(O)C1CCN(c2ccc(S(=O)(=O)N3CCOCC3)cc2[N+](=O)[O-])CC1`?
hgDAF-12 ag: 1.7; DAX1 inh-1: -0.7; ADAM10 inh: 3; sPLA2-III inh: 1; NPR1 activator: 0; SMARCA2 activ: -1; ssDAF12 agonist: -1.6; NPR2 activator: -11; hcDAF-12 act: 0.1; DAX1 inh-2: 0.1; FXN GAA850 act: 0.8

What do the screens show for `CCN(CC)CCCNc1ncnc2ccccc12`?
hgDAF-12 ag: 4.3; DAX1 inh-1: 0.6; ADAM10 inh: -2; sPLA2-III inh: 2; NPR1 activator: 0; SMARCA2 activ: 0; ssDAF12 agonist: -1.1; NPR2 activator: 3; hcDAF-12 act: -0.2; DAX1 inh-2: -0.1; FXN GAA850 act: 2.4

Results for COC(=O)c1ccc(COC(=O)C23CC4CC(CC(O)(C4)C2)C3)o1 ?
hgDAF-12 ag: -0.3; DAX1 inh-1: -0.1; ADAM10 inh: 4; sPLA2-III inh: 7; NPR1 activator: -3; SMARCA2 activ: 0; ssDAF12 agonist: -1.8; NPR2 activator: 4; hcDAF-12 act: -1.4; DAX1 inh-2: -1.0; FXN GAA850 act: -1.3
